proKLK7 act = proKLK7 zymogen activators, primary screen, biochemical, fluorescence intensity; activation, % at 7 µM; purified proKLK7, EDANS-DABCYL substrate fluorescence; 100% is mature enzyme control, 0% vehicle; AID 652039, 2013; Kallikrein-7 (Homo sapiens), P49862; hit rate 0.9% among 370,000;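 active means activation above the mean of all tested compounds plus 3 SD, computed per campaign excluding outliers beyond control limits, cut at about 13% in these data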
SIAE primary = human SIAE inhibitors, primary screen, biochemical, fluorescence polarization, FP-Rh probe, 1536-well HTS; Sialate O-acetylesterase (Homo sapiens), Q9HAT2; SIAE FP-Rh probe binding; inhibition, % at 9.66 µM; hit rate 0.69% among 370,000;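 active means inhibition above a cutoff: mean of compounds within the control limits plus 3 SD of those, cut at about 17% in these data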;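 further: 0% = plate median of compound wells and 100% = probe without SIAE protein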
MBD2 DNA inh = inhibitors of MBD2 binding to methylated DNA, primary screen, biochemical, TR-FRET, DNA-binding domain, human. inhibition, % at 4.4 µM. Methyl-CpG-binding domain protein 2 (Homo sapiens), Q9UBB5. hit rate 0.31% among 370,000. MBD2 binding to methylated oligonucleotide. AID 686964, 2013; in the data active means inhibition above about 13%
LEDGF integ inh = blockers of LEDGF/p75-dependent integrase strand transfer – biochemical, TR-FRET, high throughput, primary screen | inhibition, % at 3.7 µM | hit rate 0.64% among 370,000 | TR-FRET IN-LEDGF/p75 DNA integration, Eu/Cy5 | HIV-1 integrase (with human LEDGF/p75);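 active means inhibition above the screen-wide mean plus 3 SD, cut at about 13% in these data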;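 further: signal is the Cy5 over europium emission ratio at 671 and 618 nm; 0% = plate median of compound wells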
Tn6 DDE FP = inhibitors of Tn6 peptide binding to fibrin DD(E), primary screen, biochemical, fluorescence polarization, human fibrin, Tn6 probe; Fibrinogen beta chain (Homo sapiens), P02675; Fibrin DD(E) TRITC-Tn6 fluorescence polarization displacement; inhibition, % at 8.3 µM; hit rate 0.21% among 370,000;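 active means inhibition above a per-campaign cutoff: mean of compounds within control limits plus 3 SD, cut at about 15% in these data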;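 further: 0% = median of all compound wells on the plate and 100% = blocking peptide control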
Target sequence (P02675 whole entry, looked up): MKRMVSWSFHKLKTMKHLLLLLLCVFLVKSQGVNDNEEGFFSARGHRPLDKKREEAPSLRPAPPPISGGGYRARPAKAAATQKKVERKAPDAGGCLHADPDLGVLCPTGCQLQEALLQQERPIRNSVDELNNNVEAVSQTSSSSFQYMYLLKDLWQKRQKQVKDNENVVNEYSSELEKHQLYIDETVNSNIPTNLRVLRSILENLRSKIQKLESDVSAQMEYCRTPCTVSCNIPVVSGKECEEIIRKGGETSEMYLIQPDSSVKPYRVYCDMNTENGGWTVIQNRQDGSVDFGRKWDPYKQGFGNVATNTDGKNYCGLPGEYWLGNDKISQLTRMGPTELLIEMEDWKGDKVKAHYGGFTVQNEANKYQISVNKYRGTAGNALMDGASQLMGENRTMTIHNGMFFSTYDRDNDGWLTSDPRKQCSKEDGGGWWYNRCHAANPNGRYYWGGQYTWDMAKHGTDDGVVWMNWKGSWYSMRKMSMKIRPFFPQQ
TCR-CD3 inh = inhibitors of human TCR-CD3 interaction, primary screen, biochemical, fluorescence, TAMRA-labeled TCR probe. hit rate 0.37% among 360,000. inhibition, % at 9.4 µM. AID 651800, 2012. T-cell receptor (TCR); in the data active means inhibition above about 19%;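 further: recombinant mutant TCR 2C K166C tagged with TAMRA read by polarization; 0% = receptor in buffer alone and 100% = receptor with positive control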
UHRF1 binding = UHRF1 methylated DNA binding inhibitors, primary screen, counter-screen for MBD2 inhibitor project, biochemical, TR-FRET, human UHRF1, single concentration | E3 ubiquitin-protein ligase UHRF1 (Homo sapiens), Q96T88 | UHRF1 binding to methylated oligo | inhibition, % at 4.4 µM | hit rate 0.75% among 370,000 | AID 687016, 2013; in the data active means inhibition above about 21%;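 further: UHRF1 SRA domain binding a hemimethylated CpG hairpin DNA probe; 0% = median of test compound wells and 100% = reference inhibitor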
DDE Tn7 FP inh = inhibitors of Tn7 peptide binding to fibrin DD(E), primary screen, biochemical, fluorescence polarization, human fibrin, Tn7 probe; AID 720508, 2013; FP displacement of FITC-Tn7 peptide from fibrin DD(E); 0% = median of compound wells per plate; hit rate 0.13% among 370,000; inhibition, % at 8.3 µM;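 active means inhibition above the mean of compounds falling within the control limits plus 3 SD of them, cut at about 14% in these data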;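 further: 0% = plate median of compound wells and 100% = 10 µM Aha-Tn7 peptide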
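system = human fibrin DD(E) protein | quantity = DD(E) 2 µM final | medium = Tris/NaCl/CaCl2 buffer, pH 7.8 | also added = labelled Tn7 tracer, 0.1 µM | compound dosing = single point at 8.3 µM | timing = compound with protein 10 min, then 3 h after probe, room temperature | signal = FP measurement | benchmarks = Aha-Tn7 high control | repeats = one replicate per compound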
PRMT1 inh = PRMT1 methyltransferase inhibitors, primary screen, biochemical, fluorescence polarization; hit rate 1.3% among 370,000; recombinant PRMT1, activity-based probe fluorescence polarization; Protein arginine N-methyltransferase 1 (Homo sapiens), Q99873; inhibition, % at 2.79 µM; AID 652257, 2013;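 active means inhibition above about 21% made by adding two undisclosed values, limit read from the data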
TDP2 absorb = human TDP2 enzyme inhibitors, primary screen, biochemical, epi absorbance, recombinant enzyme. Tyrosyl-DNA phosphodiesterase 2 (Homo sapiens), O95551. T5PNP hydrolysis, p-nitrophenol absorbance 415 nm. inhibition, % at 12.8 µM. hit rate 0.34% among 370,000;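 active means inhibition above the mean of all tested compounds plus 3 SD, set per campaign, cut at about 25% in these data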;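 further: 0% = DMSO with enzyme and 100% = buffer with substrate but no TDP2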
Target sequence (O95551 whole entry, looked up): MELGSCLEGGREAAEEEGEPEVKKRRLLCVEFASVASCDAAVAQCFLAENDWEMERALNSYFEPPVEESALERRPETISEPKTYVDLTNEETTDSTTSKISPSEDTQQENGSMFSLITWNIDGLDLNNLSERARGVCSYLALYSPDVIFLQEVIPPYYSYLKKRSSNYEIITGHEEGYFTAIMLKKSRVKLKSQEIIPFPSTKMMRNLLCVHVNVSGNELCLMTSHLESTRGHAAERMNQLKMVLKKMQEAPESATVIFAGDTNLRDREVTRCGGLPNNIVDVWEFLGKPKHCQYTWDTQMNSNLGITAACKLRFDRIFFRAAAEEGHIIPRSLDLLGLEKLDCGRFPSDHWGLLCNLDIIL
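Material: recombinant human TDP2; quantity: TDP2 enzyme at 120 nM final; medium: Tris-HCl pH 7.5 with MgCl2; compound: single concentration, 12.8 µM nominal, with 1% DMSO; incubation: 2 h enzyme incubation at 37 °C; signal: epi absorbance; measure: percent inhibition; benchmarks: high control without enzyme, low control DMSO plus TDP2; repeats: singlicate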
Starred values were filed as active, the others as inactive; . = not tested or not shown.

Compound,UHRF1 binding,proKLK7 act,TCR-CD3 inh,SIAE primary,LEDGF integ inh,TDP2 absorb,PRMT1 inh,MBD2 DNA inh,DDE Tn7 FP inh,Tn6 DDE FP
Cc1cccc(OCC(=O)Nc2nnc(S(=O)(=O)N3CCCCCC3)s2)c1,0,0.3,-1,0,-5,-3,1,3,2,-5
Cc1cc(NC(=O)CS(=O)(=O)c2cn(Cc3cccc(Br)c3)c3ccccc23)no1,-1,0.4,-5,-15,4,1,-1,3,1,-3
O=S1(=O)c2c(cccc2N2CC[C@@H](O)C2)OCCCN1C1CC1,-3,-0.3,.,10,-1,4,-3,3,-4,-6
CCOc1ccc(C(C)=O)cc1CSc1nc2nc(C)cc(C)n2n1,2,-0.2,-4,11,2,-10,-7,-3,3,-3
CCN(C(=O)CSc1nnc(-c2ccc(Cl)cc2)n1C)C1CCS(=O)(=O)C1 (configuration not stated),-3,0.3,4,3,5,3,0,2,-3,-7
O=C(NCc1ccc2c(c1)OCO2)OCc1ccccc1,3,0.5,-3,-5,-2,-2,6,5,-2,-2
O=C(O)CCN(CCC(=O)O)c1nnc(SCc2ccccc2)s1,1,-0.4,-1,2,1,-8,-1,-5,-2,5
Nc1nnc(Cc2ccccc2F)s1,0,0.2,2,3,3,-7,1,2,0,1
COc1cccc(SCC2(O)CCN(C(=O)c3ccc(Cl)cc3)CC2)c1,-1,0.2,1,1,3,8,-7,-2,2,0
O=C(N/N=C/C(Cl)=C\c1ccccc1)c1cnccn1,-5,-0.2,6,4,1,5,-1,-9,-15,-3
CC(C)C(=O)NC(c1ccc(Cl)cc1Cl)c1ccc2cccnc2c1O (configuration not stated),-11,0.0,-11,3,1,-21,1,1,-9,1
Cc1cc(C)c2nc(N3CCC(C(=O)NCc4cccnc4)CC3)sc2c1,0,-0.3,2,-2,-1,7,1,3,0,-14
CC(C)(C)OC(=O)Nc1ccccc1-n1nnnc1C(C(=O)c1ccc(F)cc1)N1CCN(c2ccccn2)CC1 (configuration not stated),-1,0.6,2,5,0,12,2,-4,3,-4
CCN(CC(=O)Nc1c(F)cccc1F)C(=O)CN1C(=O)C2CCCCC2C1=O (configuration not stated),-1,-0.5,1,2,-7,-4,2,5,4,-2
CC(=O)c1ccc(S(=O)(=O)N2CCCCC2C(=O)O)cc1 (configuration not stated),2,0.1,10,-1,3,6,0,5,2,0
O=C(Cc1ccccc1)NCC(=O)N1CCCC1,3,-0.4,4,-2,-2,1,2,3,3,-4
Cc1cc(C(F)(F)F)nc(SCC(=O)c2cccc([N+](=O)[O-])c2)n1,0,-0.1,2,-4,-4,-10,-1,1,4,-11
CCN(Cc1ccccc1)C(=O)COC(=O)[C@@H]1CCCN1C(=O)c1cccs1,1,0.1,-6,1,-6,-5,2,1,5,-3
CCOC(=O)/C(C#N)=C/c1cccc(C)c1,2,-0.7,1,2,4,4,-6,1,-4,-3
CC(C)Cn1c(=O)c2c(nc3n2CCCN3CCc2ccccc2)n(C)c1=O,2,1.2,-4,1,0,-19,1,2,0,-4
CCCC[C@@H]1CNC(=O)C(=O)N1CCc1cccc(F)c1,-1,0.5,1,-1,0,3,0,-6,1,1
CCc1nc(SCC(=O)Nc2cc(C)on2)c2c(=O)n(C)c(=O)n(C)c2n1,-1,0.2,-3,1,-2,13,-1,1,0,3
CC(=O)Nc1ccc(NC(=O)CC(NC(=O)c2ccccc2)c2ccccc2)cc1 (configuration not stated),0,-0.2,6,-8,-3,0,-2,-2,-7,5
CC(C)c1ccc(CN(C(=O)c2cc3ccccc3oc2=O)C2CCS(=O)(=O)C2)cc1 (configuration not stated),-4,0.3,-7,1,3,1,0,-4,-5,-7
COc1ccc(OC)c(-c2csc(NC(=O)CSCC(=O)Nc3cc(C)on3)n2)c1,0,0.2,-7,1,3,-21,-1,0,-8,-5
CN1C(=O)CC(=O)N(C)c2cc(S(=O)(=O)N(C)Cc3ccccc3)ccc21,-2,1.9,2,0,-1,16,54*,-6,4,4
COc1ccc([C@H]2C[C@@H](n3cc(-c4ccc(F)cc4)nn3)[C@H](O)CN2C(=O)C2CCCCC2)cc1,-2,0.3,0,-1,3,-3,-6,-2,0,4
COC(=O)CCCC1=CC2=CC(=O)C(C)(OC(=O)c3cccs3)C(=O)C2=CN1CCCCO (configuration not stated),1,0.3,10,5,4,9,5,-5,0,2
O=C(CCCOc1ccccc1)NCCc1nc2ccccc2[nH]1,0,-0.7,-2,-3,-3,6,9,2,1,0
CCn1c(-c2cc(-c3cc(C)ccc3C)nc3ccccc23)n[nH]c1=S,1,0.2,-3,0,-5,7,1,3,5,3
COC(=O)c1ccc(-c2n[nH]c(=O)c3ccccc23)cc1,2,-0.2,-1,1,2,-6,0,2,-13,-7
CCOc1cccc(-c2cc(-c3n[nH]c(=S)n3CC)c3ccccc3n2)c1,-1,3.4,4,-1,0,2,9,0,4,-4
Cc1ccccc1Nc1nc(N)nc(COC(=O)C2CCCCC2)n1,2,-0.2,-9,4,1,-1,2,-1,-8,4
CCCCN(Cc1ccccc1)C(=O)C1CCCN(S(=O)(=O)c2cnc[nH]2)C1 (configuration not stated),3,0.5,-4,0,1,-10,-2,1,2,-1
CC(=O)c1cccc(NC(=S)NC(=O)c2cccc(Cl)c2)c1,-1,-0.1,3,-4,0,0,-1,1,-3,-4
COC(=O)C1=C[C@@H](C(=O)OC)[C@@H]2C3=C(C(=O)C2(C)C)[C@H](c2ccccc2)[C@@H]2C(=O)N(C)C(=O)[C@@H]2[C@@H]3C1,2,0.8,-4,5,-1,-7,9,4,-3,-4
Cc1cc(C)c(N=C2CCCN2Cc2ccccc2)c(C#N)c1,-2,-0.1,10,0,5,5,1,3,-9,-6
COc1ccc(NC(=O)Cn2nnc(C(=O)Nc3ccc(F)c(Cl)c3)c2N)cc1OC,2,-0.3,8,-14,1,13,-2,0,0,3
CNC(=O)C1=C(C)NC(=S)NC1c1cccs1 (configuration not stated),-2,-0.2,4,-3,-2,-2,3,5,5,2
CCN(CC)C(=O)Cn1cnc([N+](=O)[O-])n1,1,-0.1,7,-3,-3,-11,0,1,2,11
O=C(Nc1cccc(S(=O)(=O)N2CCCC2)c1)[C@@H]1O[C@H](CO)[C@@H](O)[C@H]1O,-1,-0.6,1,-1,-2,-1,-1,0,7,-1
CC[C@H]1C=C[C@@H](C(=O)NS(=O)(=O)c2ccc(C)cc2)N(C(C)=O)C1,3,0.0,.,5,1,3,10,1,-4,5
OCCN1CCN(C(=S)c2ccc(Cl)cc2)CC1,-2,0.7,3,6,-4,3,32*,0,-3,3
CC(C)CC1C(=O)N(Cc2cn(CCC3OCCCO3)nn2)CCS(=O)(=O)N1Cc1ccc(-c2ccncc2)cc1 (configuration not stated),0,0.4,-4,-3,-3,2,0,4,-4,-5
Cc1cccc(/C=N/NC(=O)Cn2nnnc2N)n1,3,0.3,2,-3,4,-7,-1,2,-4,0
Cc1nn(C)c(C)c1S(=O)(=O)N1CCC(C(=O)NCC2COc3ccccc3O2)CC1 (configuration not stated),2,0.4,3,2,-1,8,2,0,6,2
Cn1c(=NC(=O)COc2ccccc2)sc2cccc(F)c21,9,0.3,-1,7,-5,5,1,5,1,-2
CN(c1ccccc1)S(=O)(=O)c1ccc(C(=O)Nc2ccncc2)cc1,-2,-0.3,9,6,2,9,0,1,-8,-10
O=C(c1ccccc1)c1cccs1,-1,-0.4,0,-3,-1,1,2,6,-2,-3
COc1ccccc1N(CC(O)CN1C(C)CCCC1C)S(=O)(=O)c1ccccc1 (configuration not stated),0,0.0,4,-5,0,1,-2,1,-1,-4

Next section:
Compound,UHRF1 binding,proKLK7 act,TCR-CD3 inh,SIAE primary,LEDGF integ inh,TDP2 absorb,PRMT1 inh,MBD2 DNA inh,DDE Tn7 FP inh,Tn6 DDE FP
CC(=O)c1ccc(N2CCN(S(=O)(=O)c3cc4[nH]c(=O)c(=O)[nH]c4cc3C)CC2)cc1,5,0.3,-1,-8,-3,-8,9,7,3,-10
CC(C)c1ccc(NC(=O)Cc2cn(C)c3ccccc23)cc1,-2,-0.2,4,3,5,2,-2,2,1,-10
NC(=O)C1CCCN(C(=O)Nc2cccc3ccccc23)C1 (configuration not stated),1,-12,6,-3,-3,0,-2,-5,-4,-2
CCOC(=O)C1CCN(Cc2cc(=O)oc3cc(C)ccc23)CC1,-1,1.2,6,3,0,23,0,3,0,4
COc1ccc(OC)c(/C=C/C(=O)OCC(=O)NC2CCCCCCC2)c1,0,-1.6,7,-4,-2,-3,0,-4,2,-1
CN(C)CCCN(C(=O)c1ccc(S(=O)(=O)N2CCCCCC2)cc1)c1nc2cc3c(cc2s1)OCO3,-1,1.0,4,4,2,-5,-3,-8,-3,3
COc1ccc(OC)c(-c2cn(S(=O)(=O)c3ccccc3)nc2N)c1,3,0.2,-4,-6,5,-6,5,4,2,-6
CC(CC(=O)Nc1ccc2c(c1)c(=O)n(C)n2-c1ccccc1F)c1ccccc1 (configuration not stated),-2,-4.1,1,5,-4,-7,0,3,-3,-3
CCn1cc(CN(C)C(=O)CSc2nc(-c3ccco3)cc(C(F)(F)F)n2)c(C)n1,0,0.2,0,-2,1,-12,3,-2,-3,-2
Cc1ccc(OCc2nnc(SCC(=O)C(C)(C)C)n2Cc2ccco2)cc1,-1,0.3,6,-3,1,-3,0,2,0,-4
NC(=O)C1CCN(CC(O)CSc2ccccc2)CC1 (configuration not stated),0,0.1,10,-1,4,-3,0,0,-5,-3

Screening data deposited in PubChem by The Scripps Research Institute Molecular Screening Center.
